# STK33 kinase inh – inhibitors of purified STK33 kinase, primary screen, biochemical, ADP-Glo luminescence, homogeneous, cell-free | Serine/threonine-protein kinase 33 (Homo sapiens), Q9BYT3 | MBP phosphorylation | inhibition, % at 10 µM | actives 0.073% (n = 320,000) | AID 2661, 2010;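 active = inhibition at or above 25%, using the most active replicate where run in duplicate; inactive = inhibition below 25%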
# Target sequence (Q9BYT3 whole entry, looked up): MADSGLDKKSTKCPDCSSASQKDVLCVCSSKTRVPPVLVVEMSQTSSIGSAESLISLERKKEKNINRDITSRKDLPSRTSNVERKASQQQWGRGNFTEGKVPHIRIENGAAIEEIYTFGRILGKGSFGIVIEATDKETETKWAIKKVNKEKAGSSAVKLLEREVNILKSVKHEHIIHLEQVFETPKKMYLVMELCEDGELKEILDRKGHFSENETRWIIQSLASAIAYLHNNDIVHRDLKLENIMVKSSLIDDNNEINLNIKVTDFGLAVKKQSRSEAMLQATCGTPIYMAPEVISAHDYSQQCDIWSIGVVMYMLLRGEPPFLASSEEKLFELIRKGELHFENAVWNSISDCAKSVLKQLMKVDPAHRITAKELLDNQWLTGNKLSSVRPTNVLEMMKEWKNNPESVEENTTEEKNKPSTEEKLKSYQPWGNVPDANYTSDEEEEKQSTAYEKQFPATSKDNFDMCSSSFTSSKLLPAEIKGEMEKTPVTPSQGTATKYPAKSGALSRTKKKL
# OX1R antag – antagonists of human orexin 1 receptor (OX1R) | Orexin/Hypocretin receptor type 1 (Homo sapiens), O43613 | OX1R-expressing cells, FRET antagonist read-out | inhibition, % at 6.6 µM | actives 1.8% (n = 330,000); in the data active = inhibition mostly above about 38%, no sharp cut-off; inactive = mostly below about 40%;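 also: 0% = agonist challenge alone and 100% = reference antagonist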
# Target sequence (O43613 whole entry, looked up): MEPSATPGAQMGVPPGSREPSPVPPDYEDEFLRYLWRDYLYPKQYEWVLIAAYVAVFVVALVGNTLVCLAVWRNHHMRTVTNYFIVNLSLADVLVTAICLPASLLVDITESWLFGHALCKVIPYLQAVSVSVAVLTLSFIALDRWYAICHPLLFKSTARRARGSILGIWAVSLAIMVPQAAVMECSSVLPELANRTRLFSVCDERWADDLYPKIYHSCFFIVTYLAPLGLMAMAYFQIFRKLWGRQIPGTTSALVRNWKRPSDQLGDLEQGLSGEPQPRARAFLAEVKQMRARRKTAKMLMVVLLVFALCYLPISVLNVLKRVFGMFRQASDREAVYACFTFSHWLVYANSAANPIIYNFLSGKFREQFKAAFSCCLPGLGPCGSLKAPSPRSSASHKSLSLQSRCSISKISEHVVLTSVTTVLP
# The depositor's hits bear a star; . = no result given.
nr	compound	STK33 kinase inh	OX1R antag
1	Cc1cccc(C)c1NC(=O)CN(C)c1ccc(C(F)(F)F)cn1	-1.9	11
2	Cc1cc2n(n1)C(c1ccc(N(C)C)cc1)Nc1ccccc1-2 (configuration not stated)	-0.8	22
3	CC(C)(C)C1CCc2c(sc(NC(=O)CSc3ncn[nH]3)c2C#N)C1 (configuration not stated)	0.4	11
4	COc1ccc(CCN(C)CCCC(C#N)(c2cc(OC)c(OC)c(OC)c2)C(C)C)cc1OC (configuration not stated)	0.8	30
5	CCC(COC)NCc1cn(-c2ccc(F)cc2F)nc1-c1ccccc1C (configuration not stated)	-0.6	25
6	CCN(CC)CCC(c1ccc(N(C)C)cc1)c1c(OC)cc(OC)c2ccc(=O)oc12 (configuration not stated)	-0.6	11
7	C[C@H](CO)N1C[C@H](C)[C@H](CN(C)C(=O)Nc2ccc(F)cc2)Oc2c(NC(=O)c3ccc(-c4nccs4)cc3)cccc2C1=O	-1.8	11
8	CN(C(=O)CSc1nc2ccccc2o1)C1CCS(=O)(=O)C1 (configuration not stated)	0.8	1
9	Cc1nc2cc(NC(=O)c3ccc(N4C(=O)CCC4=O)cc3)ccc2s1	2.6	26
10	Oc1ccc(NCc2ccccc2OCc2ccccc2F)cc1	1.4	41
11	C[C@H]1CN([C@@H](C)CO)C(=O)c2cc(NC(=O)C3CCCCC3)ccc2O[C@H]1CN(C)CC1CCCCC1	1.4	4
12	COCCN(C(=O)CSc1nnc(C)n1-c1ccccc1)c1c(N)n(Cc2ccccc2)c(=O)[nH]c1=O	-1.0	17
13	CC(C)(C)NS(=O)(=O)NC(=O)C1=C(N2CCCC2)COC1=O	-0.5	-3
14	O=C(Nc1cnn(Cc2c(Cl)cccc2Cl)c1)c1ccc([N+](=O)[O-])cc1	1.1	26
15	CNC(=S)Nc1ccc(OCc2ccccc2)cc1	-1.4	1
16	Cc1onc(-c2c(F)cccc2Cl)c1C(=O)NCc1cccs1	-1.9	6
17	COc1ccc(N2C(=O)CSC2c2ccc(F)cc2)cc1 (configuration not stated)	0.5	5
18	Cc1ccoc1C(=O)N1CCCC(CCC(=O)N2CCN(c3ccccn3)CC2)C1 (configuration not stated)	-2.3	19
19	CCOC(=O)C1CCCN(C(=O)C2CCCN(S(C)(=O)=O)C2)C1 (configuration not stated)	0.5	7
20	CC(C)c1ccc(O)c(NC(=S)NC(=O)c2ccc3c(c2)OCO3)c1	-1.9	18
21	O=C(Cn1c(=O)sc2ccccc21)Nc1ccc(O)cc1	-0.2	22
22	CCC(Sc1nc2ccccc2c(=O)[nH]1)C(=O)Nc1ccc(C(C)=O)cc1 (configuration not stated)	-0.9	18
23	Cn1c(=O)c2ncn(CC(=O)Nc3ccc4c5c(cccc35)CC4)c2n(C)c1=O	-0.7	25
24	O=C(NCCNC(=O)c1ccccn1)c1ccc(-c2ccccc2)cc1	0.3	16
25	O=c1cnnc(Nc2ccccc2)[nH]1	-2.0	1
26	COc1ccc(OC)c(NC(=S)N2CCN(C/C=C/c3ccccc3)CC2)c1	-0.2	12
27	Cc1nn(Cc2ccccc2)c2c1C(c1ccncc1)C(C#N)=C(N)O2 (configuration not stated)	0.3	35
28	Cc1cc(C)cc(NC(=O)c2ccc(CSc3nnnn3C)cc2)c1	-1.4	49*
29	COc1ccc(-c2csc(NC(=O)CCN3C(=O)C4CC=CCC4C3=O)n2)cc1OC (configuration not stated)	-1.2	19
30	Cc1ccc(NC(C#N)c2ccccc2OCc2ccccc2)cc1 (configuration not stated)	-0.5	10
31	Cc1ccc(Nc2nc(COC(=O)C3CC3)cs2)cc1	0.6	29
32	COC(=O)CSc1cc([N+](=O)[O-])cc2c1c(C1OCCO1)nn2-c1ccccc1	-2.2	11
33	COc1cccc(C(=O)Nc2ccccc2NC(=O)c2cccc(OC)c2)c1	0.1	13
34	CCn1c(SCc2ccccc2F)nnc1-c1ccncc1	1.4	4
35	Nc1nc(Nc2cccc(F)c2)nc(NCCO)c1[N+](=O)[O-]	4.7	14
36	CCCCCNC(=O)CN(c1ccc2c(c1)OCO2)S(C)(=O)=O	0.2	5
37	O=C(CSc1ccc([N+](=O)[O-])cn1)Nc1ccc2[nH]c(=O)[nH]c2c1	0.1	93*
38	Cc1ccc(NC(=O)Nc2ccccc2)c(Br)c1	-0.1	10
39	NC(=O)CC(NC(=O)Cc1ccc(Br)cc1)c1ccc(N2CCC(N3CCCCC3)CC2)c([N+](=O)[O-])c1 (configuration not stated)	-2.2	31
40	Cc1c(C(=O)N/N=C/c2ccc(O)cc2)sc(=S)n1C	-5.1	60
41	OCCCNc1ncnc2sc(-c3ccccc3)cc12	7.6	24
42	COc1ccc(NC(=O)[C@@H]2CCCN2C(=O)c2cccs2)cc1S(=O)(=O)N1CCCCC1	-1.0	1
43	COc1cc(C2C3CN(C)CC=C3C(C#N)=C(N)C2(C#N)C#N)ccc1OC(C)C (configuration not stated)	1.8	10
44	COC(=O)Cn1c(C)nc([N+](=O)[O-])c1Br	0.5	9
45	CCCCn1c(N)c(N(CC)C(=O)CCNC(=O)c2ccc(Cl)cc2)c(=O)[nH]c1=O	-0.4	3
46	Cc1nc(-c2cccc(S(=O)(=O)N3CCC(C)CC3)c2)cs1	0.7	26
47	S=C1NCN(Cc2cccnc2)CN1c1cccc2ccccc12	-0.1	9
48	CN(C)c1ccc(/C=N/NC(=O)CNC(=O)c2ccncc2)cc1	-2.2	13
49	O=C(NCCCN1CCOCC1)c1ccccc1	-0.8	18
50	CCOC(=O)/C(=N\Nc1cc(Cl)ccc1Cl)N1CCN(C)CC1	0.7	3
51	COc1cc(C(c2c(C)[nH][nH]c2=O)c2c(C)[nH][nH]c2=O)cc([N+](=O)[O-])c1O	-0.7	78*
52	O=C(CN1CCCC1)NN=C(c1ccccc1)c1ccccc1	-1.9	25
53	CCn1cc(CN2CCCC(C(=O)Nc3ccc(-c4cscn4)cc3)C2)c(C)n1 (configuration not stated)	1.0	1
54	O=C(COc1ccc2ccccc2c1)NN1C(=O)c2ccccc2C1=O	-0.4	9
55	CCOc1ccc(-n2c(SCC(=O)c3c(N)n(C)c(=O)n(C)c3=O)nnc2-c2cccnc2)cc1	-4.1	2
56	C/C(=N/OCC(=O)NCCCCCCNC(=O)CO/N=C(/C)c1cccs1)c1cccs1	0.0	71*
57	C/C(=N\N1C(=O)c2ccccc2NC1c1ccccc1)c1ccccc1O (configuration not stated)	0.5	10
58	COc1ccc2cnn(CCOc3cc(C)ccc3C(C)C)c(=O)c2c1OC	-0.7	17
59	Cc1nnsc1-c1c(C(=O)Oc2ccccc2)c(C)nn1-c1ccccc1	0.1	26
60	CC1=C(C(=O)OC(C)C)C(c2ccc3c(c2)OCO3)NC(=O)N1 (configuration not stated)	-0.2	13

# Remaining list, next part
nr	compound	STK33 kinase inh	OX1R antag
61	CCOC(=O)N1CCN(Cc2nc(Cc3cccc(F)c3)no2)CC1	-1.1	15
62	O=C(CSC1=NCCS1)Nc1ccnc2ccccc12	-0.3	14
63	CN(C(=O)COC(=O)c1nc(-c2ccccc2)n(-c2ccccc2)n1)C1CCS(=O)(=O)C1 (configuration not stated)	0.3	8
64	Cn1c(=O)c2c(ncn2CCC(=O)N/N=C/c2cccnc2)n(C)c1=O	-0.4	-1
65	O=C(Nc1cc(C(F)(F)F)ccc1N1CCOCC1)c1ccc(Cl)nc1	-0.6	0
66	c1ccc2c(-c3c[nH]c4ccccc34)c3ccccc3nc2c1	-1.9	35
67	COC(=O)c1sc(NC(=O)c2oc3ccccc3c2C)nc1C	0.0	19
68	CN1C(C(=O)Nc2ccc(C(=O)O)cc2)=C(O)c2ccccc2S1(=O)=O	-0.6	9
69	O=C(NCCC(=O)N1CCN(c2ccccn2)CC1)c1ccc(Br)cc1	-0.2	5
70	CCOc1ccc(CN2CCCC(CO)(Cc3ccc(F)cc3)C2)cc1 (configuration not stated)	-1.0	7
71	CNC(=O)NC(=O)C(C)N1CCN(C/C=C/c2ccccc2)CC1 (configuration not stated)	-1.4	13
72	CCNC(=O)NC(=O)C(C)OC(=O)c1oc2ccc(OCC)cc2c1C (configuration not stated)	-1.0	30
73	CCCCN(CC)CCNC(=O)c1cc2c(-c3ccc(Cl)cc3)nn(C)c2s1	1.2	9
74	O=C1C2CC(O)CN2C(=O)N1c1ccccc1 (configuration not stated)	-2.4	5
75	COc1ccc(N(C(=O)Nc2ccc(Cl)cc2)C2=NCCC2)cc1	-3.4	10
76	COc1cc(NS(=O)(=O)c2ccc3c(c2)C(C)(C)C(=O)N3C)cc(OC)c1	0.3	8
77	O=C(NCCN1CCN(C(=O)c2cccc(Br)c2)CC1)C(=O)NCc1ccccc1	-1.0	10
78	O=c1c(N2CCCCC2)coc2ccccc12	-0.2	14
79	NC(=O)c1ccccc1N/C=C/C(=O)c1cccs1	0.5	27
80	O=C(O)CC/C(=C\c1ccc(N2CCCC2)c([N+](=O)[O-])c1)c1nc2ccccc2s1	-1.0	15
81	Cc1ccc(O)c(NC(=O)Cc2ccc3ccccc3c2)c1	-0.6	3
82	Cc1ccccc1NS(=O)(=O)c1ccc(NC(=O)N2CCCCC2)cc1	0.0	19
83	N=c1n(CCN2CCCCC2)c2ccccc2n1CC(=O)c1ccc(Cl)c(Cl)c1	0.3	18
84	O=C(Cc1coc2ccc3ccccc3c12)N1CCc2ccccc21	-0.4	36
85	CCOc1ccc(CCNC(=O)CN2C(=O)NC3(CCCCC3C)C2=O)cc1OCC (configuration not stated)	.	21
86	C/C(=N\NC(=O)c1nnn(-c2nonc2N)c1-c1cccs1)c1ccc(C)cc1	-0.2	7
87	CCc1ccc(OCc2ccc(C(=O)O)o2)cc1	0.7	22
88	Cc1cc(C)c(CN2CCN(C(=O)Cn3cnc(C(=O)Nc4ccc(C)c(C)c4)n3)CC2)c(C)c1	.	-1
89	COc1cccc(/C=C2/SC(=O)N(C)C2=O)c1OCc1ccc(C(=O)O)cc1	0.1	102*
90	CSC1=NNC(c2ccc(C(C)(C)C)cc2)=NN1	-0.5	2
91	CCN(CC)CCOC(=O)CCc1cccc2ccccc12	0.4	12
92	CCC1CCCCN1S(=O)(=O)c1ccc(S(=O)(=O)N(Cc2cccs2)C2CC2)cc1 (configuration not stated)	-1.1	29
93	Cc1ccc(S(=O)(=O)N2CCN(C(=O)c3c(-c4ccccc4)noc3C)CC2)cc1	-1.1	11
94	Cc1cc(NCCCN2CCOCC2)n2c(nc3ccccc32)c1C#N	1.5	22
95	Cc1cc(C)nc(-n2nc(C)cc2NC(=O)CNC(C)c2ccccc2)n1 (configuration not stated)	-0.6	17
96	O=[N+]([O-])c1ccc(Cc2cncc(O)c2)cc1	0.7	.
97	O=C(O)c1cc(O)c2c(c1)[C@@H]([C@H]1c3cc(C(=O)O)cc(O)c3C(=O)c3c(O[C@@H]4O[C@H](CO)[C@@H](O)[C@H](O)[C@H]4O)cccc31)c1cccc(O[C@@H]3O[C@H](CO)[C@@H](O)[C@H](O)[C@H]3O)c1C2=O	-0.4	31
98	Cc1cc(Cl)c(S(=O)(=O)Nc2cccc(O)c2)cc1OCC(N)=O	-2.4	16
99	Cc1[nH]c2ccccc2c1/C=N/NC(=O)CCC(=O)NCc1ccccc1	0.7	22
100	O=[N+]([O-])c1cccc(-c2cn3ccccc3n2)c1	-0.1	21
101	O=C(N/N=C/c1cn[nH]c1-c1ccc(Cl)cc1)c1ccc([N+](=O)[O-])cc1	0.0	18
102	CCN(CC)CCn1c(NC(=O)c2ccccc2O)nc2ccccc21	3.4	4
103	COc1ccc2c(c1)OC[C@H]1[C@H]2N2C(=O)CN(Cc3ccco3)C(=O)[C@@]2(C)[C@H]1c1ccccc1	0.4	19
104	O=C(/C=C/c1ccc2c(c1)OCO2)c1ccc(F)cc1	-1.0	24
105	Cc1cccc(N2CCN(C(=O)Cc3cn(C)c4ccccc34)CC2)c1C	0.0	15

# Grouped by structure, those above with an aryl thioether with sulfur outside any ring (9)
nr	compound	STK33 kinase inh	OX1R antag
3	CC(C)(C)C1CCc2c(sc(NC(=O)CSc3ncn[nH]3)c2C#N)C1 (configuration not stated)	0.4	11
8	CN(C(=O)CSc1nc2ccccc2o1)C1CCS(=O)(=O)C1 (configuration not stated)	0.8	1
12	COCCN(C(=O)CSc1nnc(C)n1-c1ccccc1)c1c(N)n(Cc2ccccc2)c(=O)[nH]c1=O	-1.0	17
22	CCC(Sc1nc2ccccc2c(=O)[nH]1)C(=O)Nc1ccc(C(C)=O)cc1 (configuration not stated)	-0.9	18
28	Cc1cc(C)cc(NC(=O)c2ccc(CSc3nnnn3C)cc2)c1	-1.4	49*
32	COC(=O)CSc1cc([N+](=O)[O-])cc2c1c(C1OCCO1)nn2-c1ccccc1	-2.2	11
34	CCn1c(SCc2ccccc2F)nnc1-c1ccncc1	1.4	4
37	O=C(CSc1ccc([N+](=O)[O-])cn1)Nc1ccc2[nH]c(=O)[nH]c2c1	0.1	93*
55	CCOc1ccc(-n2c(SCC(=O)c3c(N)n(C)c(=O)n(C)c3=O)nnc2-c2cccnc2)cc1	-4.1	2

# (further entries)
nr	compound	STK33 kinase inh	OX1R antag
106	Cn1c2ccc(F)cc2c2nc3ccccc3nc21	3.9	87*
107	NN/C(=C\[N+](=O)[O-])Nc1ccc(Cl)cc1	-1.7	29
108	Cc1ccccc1CNC(=O)Cc1ccccc1[N+](=O)[O-]	-0.6	11
109	CC(/C=C/c1ccc2c(c1)OCO2)=N/NC(=O)c1cccnc1	0.6	14
110	COc1cccc(N2CCN(c3ccc4nnc(CCC(=O)Nc5ccc(OC)c(OC)c5)n4n3)CC2)c1	-0.6	-2
111	CC(=O)Nc1ccc(NC(=O)c2c(C)c(-c3ccccc3)nc3ccccc23)cc1	0.2	1
112	O=C(COC(=O)C1(c2ccccc2F)CCCC1)N1CCN(C(=O)c2ccco2)CC1	-3.3	7
113	O=c1c(-c2ccc(Cl)cc2)[n+]([O-])c2ccccc2n1OCc1ccccn1	1.3	8
114	CCCNC(=O)Nc1ccccc1C(=O)Nc1ccc(OC)cc1	-0.3	12
115	COC(=O)N/N=C/c1c(C)cc(C)cc1C	-3.2	10
116	COc1ccc2c(c1)CCc1cnc(N)nc1-2	13	9

# Screening results (PubChem BioAssay)
